TbREL1 primary – TbREL1 RNA ligase inhibitors, primary screen, biochemical, FRET fluorescence | RNA-editing ligase 1, mitochondrial (Trypanosoma brucei brucei), P86926 | TbREL1 RNA ligation | inhibition, % at 9.66 µM | actives 0.49% (n = 89,000) | AID 1117264, 2014;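 active means inhibition above the mean inhibition across all screened compounds plus 3 SD, cut at about 11% in these data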;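 further: 0% = plate median of test wells and 100% = NSC42067 control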
Target sequence (P86926 whole entry, looked up): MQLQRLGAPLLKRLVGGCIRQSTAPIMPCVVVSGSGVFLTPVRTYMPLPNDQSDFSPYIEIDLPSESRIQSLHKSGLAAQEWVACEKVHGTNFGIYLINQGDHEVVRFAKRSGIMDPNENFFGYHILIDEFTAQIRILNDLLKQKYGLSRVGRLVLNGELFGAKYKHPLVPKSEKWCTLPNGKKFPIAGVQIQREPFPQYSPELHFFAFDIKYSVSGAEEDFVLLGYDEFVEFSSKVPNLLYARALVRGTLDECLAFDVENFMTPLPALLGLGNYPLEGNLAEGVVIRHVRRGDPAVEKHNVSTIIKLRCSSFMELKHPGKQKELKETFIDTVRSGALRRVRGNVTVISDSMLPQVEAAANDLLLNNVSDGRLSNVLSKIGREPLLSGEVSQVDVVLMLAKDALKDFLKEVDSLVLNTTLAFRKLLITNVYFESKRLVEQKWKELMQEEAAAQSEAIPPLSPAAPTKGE
* = called active by the depositor. The list is partial (hit frequency here may not be typical).

no.	SMILES	TbREL1 primary
1	Cc1ccccc1NC(=O)Cc1nc(COC(=O)COc2ccc(C(C)(C)C)cc2)cs1	5.0
2	C/C(=N\Nc1cc(C(F)(F)F)ccc1Cl)c1ccncc1	0.3
3	COc1ccccc1S(=O)(=O)Cc1ccc(C(=O)NCc2ccco2)o1	-0.9
4	Cc1ccc(S(=O)(=O)c2cc3c(=O)n4cccc(C)c4nc3n(CC3CCCO3)c2=N)cc1C (stereo unspecified)	1.8
5	C=C1CCN(C(CC(C)C)C(=O)OC)S(=O)(=O)c2ccccc21 (stereo unspecified)	4.7
6	O=C(OCC(=O)C12CC3CC(CC(C3)C1)C2)c1ccc(CO)cc1	1.2
7	Cc1ccc(NC(=O)/C(=C\c2ccccc2)NC(=O)/C=C/c2ccccc2)cc1	-0.9
8	Cc1ccc(C(=O)Nc2cccc(C(=O)N/N=C/c3ccccc3F)c2)cc1	1.0
9	O=C(NCCCN1CCOCC1)c1cc2c(=O)[nH]c3ccccc3c2s1	0.3
10	Cc1nc2c(-c3ccc(F)cc3)c(C)nn2c(C)c1CCC(=O)Nc1ccc(F)cc1F	9.4
11	O=C(/C=C/c1c(Cl)cccc1Cl)NCCCn1ccnc1	-0.8
12	O=C(COc1ccc(Cl)cc1Cl)Nc1ccc(-c2ccc(N3CCOCC3)nn2)cc1	2.3
13	Cc1ccc(C2CC(=O)c3cnc(N4CCN(c5ccccc5)CC4)nc3C2)cc1 (stereo unspecified)	-1.4
14	CCn1c2ccccc2c2nnc(NN)nc21	-0.7
15	Cn1nnnc1Sc1ncnc2scc(-c3cccc(S(C)(=O)=O)c3)c12	1.3
16	CCCN1CCC(=O)N([C@H](CSc2ccccc2)Cc2ccccc2)CC1	0.1
17	CCOC(=O)C1=CCN(S(=O)(=O)c2ccccc2C)C1c1ccc(C)cc1 (stereo unspecified)	3.1
18	CCCCn1c(-c2nonc2N)nc2ccccc21	7.1
19	C[C@@H]1CN([C@@H](C)CO)C(=O)CCCn2nncc2CO[C@H]1CN(C)C	3.6
20	CCN(CC)C(=O)c1[nH]cnc1C(=O)N[C@@H](C)C(=O)OC(C)(C)C	-2.0
21	CN=C1SC(CC(=O)Nc2ccc(C(C)=O)cc2)C(=O)N1C (stereo unspecified)	1.2
22	C=CCNc1oc(-c2cccc3ccccc23)nc1C#N	-1.2
23	Cc1ccc(CSc2nnc(-c3cccs3)o2)cc1C	2.6
24	Cc1oc(CC(C)C)c(CN2CCCC2)c1C(=O)O	2.7
25	CCOC(=O)C1(C)CCCCCN1C(=O)c1ccco1 (stereo unspecified)	0.5
26	O=C(NC1(Cc2ccccc2)CCN(CCCc2ccccc2)C1=O)c1ccccc1 (stereo unspecified)	1.0
27	CCN(CC(=O)Nc1c(F)cccc1F)C(=O)CNC(=O)C1CCCCC1	1.4
28	O=C(CNC(=O)c1ccc2c(c1)OCO2)NCCOc1ccc(Cl)cc1	-0.8
29	Cc1ccc(CN2CC(C(=O)OCc3ccccc3Cl)CC2=O)cc1 (stereo unspecified)	4.0
30	CC(=O)Nc1ccc(OCC(O)Cn2nc(C)c(C(C)=O)c2C)cc1 (stereo unspecified)	2.4
31	C=CC[C@@H](CC(=O)N(CCO)Cc1ccccc1)C(=O)N[C@@H](COC(=O)[C@H](CC=C)CC(=O)OC(C)(C)C)Cc1c[nH]c2ccccc12	-2.8
32	CCCN1Cc2cccc(C(=O)NC3CCCC3)c2C1=O	0.7
33	Cc1cccc(-n2ncc(C#N)c2-n2cccc2)c1	2.9
34	Oc1ccc2cccnc2c1	2.0
35	Cc1cccc(N2CCN(C(=O)c3ccc(N4CCCC4=O)cc3)CC2)c1C	0.2
36	Cc1c(C)n(Cc2ccc(F)cc2)c2ccc(C(=O)NCCCN3CCOCC3)cc12	0.6
37	CCOC(=O)c1ccc(NC(=S)N(CCCN2CCCCC2)Cc2ccco2)cc1	-1.2
38	CCCn1c(O)c(N=N)c2ccccc21	2.4
39	Cc1ccc(C)c(N2CCN(C(=O)C3CCN(S(=O)(=O)c4cccc5nsnc45)CC3)CC2)c1	-2.7
40	Cc1ccc(NC(=O)C(C)N2C(=O)c3ccccc3S2(=O)=O)cc1Cl (stereo unspecified)	4.5
41	Cc1ccc(N(C)S(=O)(=O)c2ccc3c(c2)CC(C)N3C(=O)C2CC2)cc1 (stereo unspecified)	2.0
42	Cc1cc(C(F)F)n2nc(C(=O)Nc3c(F)cc(F)cc3Br)nc2n1	-0.9
43	O=C(N/N=C/c1ccc[nH]1)c1cccc(Br)c1	-2.1
44	CC(=O)N1CC(=O)N=C1SCC(=O)Nc1nc(C)c(-c2ccccc2)s1	9.3
45	COC(=O)c1ccc(N=C2SCC(=O)N2C)cc1	5.4

Shown with each value named: entries from further up.
40) Cc1ccc(NC(=O)C(C)N2C(=O)c3ccccc3S2(=O)=O)cc1Cl (stereo unspecified)
  TbREL1 primary = 4.5
41) Cc1ccc(N(C)S(=O)(=O)c2ccc3c(c2)CC(C)N3C(=O)C2CC2)cc1 (stereo unspecified)
  TbREL1 primary = 2.0
42) Cc1cc(C(F)F)n2nc(C(=O)Nc3c(F)cc(F)cc3Br)nc2n1
  TbREL1 primary = -0.9
43) O=C(N/N=C/c1ccc[nH]1)c1cccc(Br)c1
  TbREL1 primary = -2.1

Further structures.
no.	SMILES	TbREL1 primary
46	COc1ccc(C(=O)Nc2ccc(S(=O)(=O)Nc3nccnc3OC)cc2)cc1	1.9
47	O=C(NCc1ccco1)c1cccnc1Cl	1.3
48	COc1cccc(OCC(=O)NNC(=O)C(=O)Nc2cccc(C)c2)c1	1.1
49	Cc1ccc(/C=C2/SC(=S)N(CCCC(=O)Nc3cc([N+](=O)[O-])ccc3O)C2=O)cc1	3.4
50	O=C(c1ccc(NS(=O)(=O)c2cccc3cccnc23)cc1)N1CCCCC1	-1.7
51	COC(=O)[C@]12C[C@H](CC(=O)N3CCC(c4ccccc4)CC3)C(=O)N(Cc3ccc(Cl)cc3Cl)C1=C[C@H](COCc1ccccc1)O[C@@H]2C	3.2
52	O=C(Cc1cccc2ccccc12)Nc1ccccc1Br	2.9
53	COCCn1c(=NC(=O)CCS(=O)(=O)c2ccccc2)sc2cc(F)ccc21	-2.2
54	Cc1ccccc1Nc1nc(N)nc(CSc2nc3ccccc3c(=O)n2C)n1	-1.9
55	CC(C)N1CSC(=S)N(Cc2ccccc2)C1	2.4
56	COc1ccc(NC(=O)CN(c2ccccc2F)S(=O)(=O)c2ccc(C)cc2)cc1	-0.1
57	CCOC(=O)c1cc(-c2ccc(C)cc2)nc2nc(SC)[nH]c(=O)c12	0.5
58	O=C1CSC(c2cccnc2)N1c1ccc(F)cc1 (stereo unspecified)	4.6
59	O=C(CCNC(=O)c1ccccc1)NCC1CCCCC1	-2.4
60	CC(=O)c1ccc(OC(=O)CCNC(=O)c2ccccc2)cc1	1.6
61	CC1CN(C(=O)Nc2ccc3snnc3c2)c2ccccc21 (stereo unspecified)	1.8
62	O=C(NCc1ccco1)c1ccc(Cl)nc1	-0.1
63	COc1ccc(C(=O)NCC(=O)N2CC=C(c3ccccc3)CC2)cc1OC	4.5
64	O=C(NC1CCCCCC1)c1c2c(nc3ccccc13)CCN(Cc1ccccc1)C2	4.8
65	O=C(C1CCCO1)N1CCN(S(=O)(=O)c2ccc(F)cc2)CC1 (stereo unspecified)	2.1
66	CCOc1c2ccc(C(=O)NCc3cc(C(F)(F)F)cc(C(F)(F)F)c3)cc2nn1CCOC	-3.9
67	CCOCc1nnc(NC(=O)C2CC(=O)N(CCc3ccc(F)cc3)C2)s1 (stereo unspecified)	0.7
68	Cc1ccc(S(=O)(=O)N2CCOCC2)cc1C(=O)OCC(=O)c1ccc[nH]1	-3.5
69	O=C(O)CN1C(=O)NC2(CCc3ccccc32)C1=O (stereo unspecified)	-0.2
70	O=C(NCc1ccccc1CN1CCCC1)C1CCN(S(=O)(=O)c2ccc(F)c(F)c2)CC1	4.6
71	COc1cccc(/C=N/NC(=O)C(C)n2nnc3ccccc32)c1 (stereo unspecified)	0.9
72	O=C(CCn1nc(-c2ccc(Cl)cc2)ccc1=O)NCc1ccccn1	4.7
73	CN(Cc1ccccc1)C(=S)NC(=O)c1ccc(-c2ccccc2)cc1	2.0
74	CN(C(=O)c1cc([N+](=O)[O-])ccc1N1CCCC1)C1CCCCC1	5.6
75	O=C(NC1CCCCC1)Sc1ccc(Cl)cc1	0.7
76	N#CC(c1ccc(O)cc1)N1CCCCC1 (stereo unspecified)	-0.3
77	O=C(COC(=O)/C=C/c1ccccc1Cl)NC(=O)NCc1ccccc1	5.9
78	CC(C)(C)OC(=O)[C@H](CCCCN)NC(=O)c1nc[nH]c1C(=O)N[C@@H](CCCCN)C(=O)OC(C)(C)C	10.2
79	O=C1N=c2ccccc2=C1c1c(O)[nH]c2c(C(F)(F)F)cccc12	0.5
80	CCCn1c(N)c(N(CCOC)C(=O)c2ccc(S(=O)(=O)N3CCOCC3)cc2)c(=O)[nH]c1=O	5.7
81	O=C(NCc1ccccc1Cl)c1csc2c1CCCCC2	0.6
82	O=C(NCc1cccnc1)c1cn(CCc2ccccc2)nn1	0.6
83	O=C1CCc2cc(S(=O)(=O)N3CCC(C(=O)NCc4ccccn4)CC3)ccc2N1	0.5
84	COc1ccc(-c2nc(C)sc2CC(=O)O)cc1OC	3.7
85	CCOc1ccc(CCNC(=O)c2cc3ccsc3n2C)cc1OCC	1.4
86	Cc1ccc(S(=O)(=O)N2CC3(COC(C)(C)OC3)C[C@H]2CON2C(C)(C)CCCC2(C)C)cc1	2.4
87	Cc1ccccc1N(CC(=O)N1CCOCC1)S(C)(=O)=O	-0.1
88	COC(=O)c1ccc(C(C(=O)NC2CCCCC2)N(Cc2ccccc2)C(=O)Cc2cccs2)cc1 (stereo unspecified)	-2.1
89	Cn1c(SCc2c(Cl)cccc2Cl)nnc1-c1ccc2nonc2c1	4.7
90	CCOC(=O)c1[nH]c(C)c(C(=O)N2CCN(c3ccccc3)CC2)c1C	1.8
91	CN1CC[C@@H]2C(=O)N3CCc4ccc(-c5ccc6c(c5)OCO6)cc4[C@@H]3C[C@@H]21	-4.1
92	C=CCn1c(COc2ccc(Cl)cc2)nnc1SCC(=O)c1ccccc1	-3.9
93	O=C(COC(=O)CCSc1ccccc1)Nc1ccccc1	-1.4
94	Clc1ccccc1-c1ccc2ncnc(NCc3ccc4c(c3)OCO4)c2c1	5.1
95	CCOC(=O)[C@@H]1C(c2c(OC)cc(OC)cc2OC)=NO[C@@H]1C(=O)OCC	-0.9
96	Cc1ccc(NC(=O)CNC(=O)N2CC(=O)Nc3ccccc32)cc1F	2.0
97	Cc1cc(C)c(C#N)c(SCc2ccccc2C(=O)O)n1	1.5
98	Cc1ccc(C(=O)OCCN2CCN(c3ncc(C(F)(F)F)cc3Cl)CC2)cc1	4.7
99	CN(CC(=O)Nc1cccc2c1CCCC2)S(=O)(=O)c1ccc(Cl)cc1	-2.6
100	O=C(Nc1ccc(Cl)cc1)Nc1ccccc1C(=O)N1CCCC1	0.9
101	CC(Sc1nc2cc(Cl)ccc2s1)C(=O)Nc1ccc2c(c1)OCO2 (stereo unspecified)	1.4
102	O=C(c1ccccc1Nc1ccc(SC(F)F)cc1)N1CCCCCC1	-1.6
103	CCOc1ccnc(OCC)c1Br	2.3
104	O=C1OC(N2CCN(c3ccccn3)CC2)c2ccccc21 (stereo unspecified)	3.4
105	Cn1c(N)c(C(=O)COC(=O)c2ccc3c(c2)OCCO3)c(=O)n(C)c1=O	-3.3

Remaining list, next part:
no.	SMILES	TbREL1 primary
106	COC(=O)c1nc2cc3c(cc2c(C)c1C(=O)OC)OCO3	1.2
107	O=C(Nc1ccncc1)C1CCN(S(=O)(=O)c2ccc(Cl)cc2)CC1	-0.1
108	COc1cc(OC)cc(C(=O)NCCCCCCNC(=O)c2cc(OC)cc(OC)c2)c1	-0.6
109	COc1cc(CNC(=O)c2cc(-c3cc(Cl)ccc3C)n[nH]2)cc(OC)c1	3.2
110	CCCCCCCC(=O)N/N=C/c1ccncc1	4.2
111	CNS(=O)(=O)c1ccc(C(=O)NCC(=O)NCC2COc3ccccc3O2)cc1 (stereo unspecified)	-1.9
112	C/C(=C(\C#N)C(=O)NCc1ccccc1)N(C)C	0.1
113	CCC(=O)N1CCc2cc(Br)c(S(=O)(=O)N3CCC(C(=O)NC(C)(C)C)CC3)cc21	-0.8
114	O=S(=O)(N/N=C\c1cccnc1)c1ccccc1	-1.8
115	O=C(CSCc1ccc(F)cc1)N1CCOCC1	6.8
116	O=C1CC(c2ccccc2)=Nc2ccc(Br)cc2N1	-0.3
117	C[C@H](CO)N1C[C@H](C)[C@@H](CN(C)C(=O)NC2CCCCC2)Oc2ccc(NS(=O)(=O)c3cccs3)cc2C1=O	0.4
118	Cn1c2c(c(=O)n(C)c1=O)C(NC(=O)c1ccco1)(C(F)(F)F)C(=O)N2 (stereo unspecified)	0.8
119	CC(C)=CCC/C(C)=C/C[C@]12C[C@H](C(=O)O)N(C(=O)OC(C)(C)C)[C@@H]1N(C(=O)OC(C)(C)C)c1ccccc12	0.8
120	NC(=O)CC1(CC(=O)O)CCCCC1	0.8
121	CC(C)CNS(=O)(=O)c1ccc(CCC(=O)Nc2cc(Cl)ccc2Oc2ccccc2)cc1	4.3
122	COC(=O)[C@]1(Cc2ccccc2)N[C@H](c2ccc(-c3ccc(Cl)c(Cl)c3)cc2)[C@@H]2C(=O)N(C)C(=O)[C@@H]21	3.3
123	O=C(NCc1ccco1)c1cnn2cccnc12	-0.2
124	O=C(c1cccc(Cl)c1)N1CCN(C2CCCCC2)CC1	-1.9
125	CCOC(=O)C1CCCN(c2nc(C)nc3c2oc2ccccc23)C1 (stereo unspecified)	-0.7
126	COc1cccc(-c2nc(CS(=O)(=O)CC(=O)N3CCc4ccccc4C3)c(C)o2)c1	1.4
127	Cc1ccc(CNC(=O)C(Cc2ccccc2)NS(=O)(=O)c2ccc3c(c2)CCC(=O)N3)cc1 (stereo unspecified)	0.6
128	Cc1ccc(OCCC(=O)OCC(=O)Nc2cc(S(=O)(=O)N(C)C)ccc2C)cc1	6.6
